SMN2 splice enh: increases expression of the SMN2 splice variant; HEK293 SMN2-luciferase splicing reporter, luminescence, 30-36 h; Potency, µM (top dose mostly 46.1 µM), for inactives: top-dose activity change, positive = activation, hits mostly activators; 210,000 tested, 2.8% active; AID 1458; also: % of control where 0% means no effect; nearly all actives have a fitted effect of over 55% in size
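HEK293 cells carry an SMN2 minigene-luciferase reporter in which exon 7 inclusion puts luciferase in frame. Cells were seeded at 2000 cells/well, attached for 10-12 hours, then exposed to compounds for 30-36 hours at 37C before ONE-Glo luminescence.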
TRb-SRC2 inh: inhibitors of human thyroid hormone receptor beta-SRC2 interaction; P10828; TRbeta-SRC2 peptide binding, fluorescence polarization; receptor liganded with 1 µM T3; Potency, µM (doses to about 106 µM), inactives show at the highest dose activity change, negative = inhibition, hits mostly inhibitors; 280,000 tested, 0.065% active;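 also: plate controls were bound peptide for no effect and peptide without receptor for full effect; nearly all actives have a fitted effect of over 50% in size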
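Human TRb LBD (0.6 uM) plus Texas Red-labeled SRC2 peptide (20 nM), 1uM T3, 5% DMSO, 5 hr at ambient temperature. Decreased polarization (555/632 nm) flags inhibition; data normalized to free and bound peptide controls.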
RECQ1 inh: inhibitors of human RECQ1 DNA helicase. 240,000 tested, 0.54% active. AID 2549. RECQ1 DNA unwinding, red fluorescence kinetic read. Potency, µM (doses to about 57.3 µM), inactives show top-dose activity, negative = inhibition, hits mostly inhibitors;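 also: plate controls were vehicle for no effect and no enzyme for full effect; nearly all actives have a fitted effect of over 30% in size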
Target sequence (P46063 whole entry, looked up): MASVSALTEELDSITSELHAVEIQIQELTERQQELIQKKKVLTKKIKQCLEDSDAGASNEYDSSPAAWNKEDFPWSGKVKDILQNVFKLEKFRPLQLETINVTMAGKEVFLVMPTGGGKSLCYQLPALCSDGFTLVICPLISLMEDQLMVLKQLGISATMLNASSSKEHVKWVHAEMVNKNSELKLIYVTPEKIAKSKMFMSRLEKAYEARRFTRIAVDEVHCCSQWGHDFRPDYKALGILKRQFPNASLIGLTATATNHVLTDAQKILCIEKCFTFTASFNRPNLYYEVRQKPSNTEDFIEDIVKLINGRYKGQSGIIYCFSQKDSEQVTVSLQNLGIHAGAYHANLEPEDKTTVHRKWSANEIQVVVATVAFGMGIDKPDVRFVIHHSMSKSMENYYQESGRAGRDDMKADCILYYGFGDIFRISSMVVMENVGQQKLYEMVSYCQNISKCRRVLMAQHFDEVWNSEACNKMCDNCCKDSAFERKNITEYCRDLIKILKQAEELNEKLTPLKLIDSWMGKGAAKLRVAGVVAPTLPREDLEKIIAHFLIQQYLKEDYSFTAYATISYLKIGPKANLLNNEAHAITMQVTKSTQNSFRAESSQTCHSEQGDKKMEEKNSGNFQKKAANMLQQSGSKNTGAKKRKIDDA
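50 nM RECQ1T1 preincubated 15 min with compound in Tris pH 8.0 buffer with MgCl2, DTT, Tween-20 and 2.5 ug/ml poly(dI-dC); started with 200 nM TAMRA/BHQ-2 forked duplex and 2 mM ATP. Unwinding read as fluorescence (525/598 nm), two reads 2 h apart.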
GoLoco inh red: RGS12 GoLoco-Gai1 interaction inhibition; Gai1:RGS12 GoLoco peptide FP, rhodamine, 10 min; P63096; 230,000 tested, 0.44% active; Potency, µM (highest dose often 61.6 µM), inactives show top-dose activity, negative = inhibition, most hits filed as inhibitors; active = well fitted inhibition curve with a large enough effect, not every such curve was filed as active; inactive = no such curve, though single readings can be large or run the other way; also: % is scaled to controls: 0 for no effect and ±100 for the full control effect; nearly all actives have a fitted effect of over 30% in size; many of its hits are not listed in these tables
ALDH1A1 block: blocks purified human ALDH1A1 activity; Purified ALDH1A1, NADH fluorescence, propionaldehyde substrate; 220,000 tested, 7.3% active; Potency, µM (doses to about 75.3 µM), for the others: at the highest dose activity, negative = inhibition, hits mostly inhibitors; AID 1030; active = well fitted inhibition curve with a large enough effect, not every such curve was filed as active; inconclusive = small, poorly fitted or top-dose-only effect, or another doubt; inactive = no such curve, though single readings can be large or run the other way;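 also: plate controls were no enzyme wells and a reference inhibitor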
LMNA splice mod: changes lamin A minigene splicing in HeLa cells | AID 1487 | HeLa LMNA splicing GFP/RFP minigene ratio, 48 h | 200,000 tested, 0.01% active | Potency, µM (titrated, usually from 46.1 µM), inactives show at the highest dose ratio change, negative = inhibition, hits mostly inhibitors; active = well fitted inhibition curve with a large enough effect in the signal ratio, with a control signal flat, not every such curve was filed as active; inconclusive = small, poorly fitted or top-dose-only effect, or effect the other way, or a change in a side signal; the % refers to the signal ratio; also: % is scaled to controls: 0 for no effect and ±100 for the full control effect
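S3 HeLa cells stably expressing lamin A-EGFP splicing minigene plus DsRed2, 600 cells/well, 48 h compound exposure at 37C. Laser-scanning cytometry; analysed as GFP (500-530 nm)/RFP (575-640 nm) total intensity ratio; 0.5% DMSO vehicle.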
KDM4E inh: blocks human JMJD2E demethylase activity; B2RXH2; JMJD2E catalytic domain, FDH-coupled NADH fluorescence (FDH is formaldehyde dehydrogenase); Potency, µM (top dose mostly 57.1 µM), for inactives: top-dose activity change, negative = inhibition, usual class: inhibitors; 230,000 tested, 1.6% active; active = well fitted inhibition curve with a large enough effect, not every such curve was filed as active; inconclusive = small, poorly fitted or top-dose-only effect, or another doubt; inactive = no such curve, though single readings can be large or run the other way;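 also: 0% = wells with enzyme and -100% = buffer wells without enzyme; nearly all actives have a fitted effect of over 50% in size; many of its hits are not listed in these tables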
Target sequence (B2RXH2 1-337 limits assumed): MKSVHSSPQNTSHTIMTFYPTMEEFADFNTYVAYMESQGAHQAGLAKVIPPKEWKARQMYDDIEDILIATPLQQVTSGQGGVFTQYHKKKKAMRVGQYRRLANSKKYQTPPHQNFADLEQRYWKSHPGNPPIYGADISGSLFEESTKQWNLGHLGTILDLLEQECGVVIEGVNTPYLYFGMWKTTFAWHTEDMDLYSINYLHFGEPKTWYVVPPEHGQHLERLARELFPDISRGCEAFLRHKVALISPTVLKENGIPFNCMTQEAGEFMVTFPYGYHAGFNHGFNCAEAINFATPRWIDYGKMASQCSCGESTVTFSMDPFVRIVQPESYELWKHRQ
TR SRC2 fluor cs: Texas Red fluorescence interference in TRb-SRC2 counter-screen | 280,000 tested, 0.29% active | Potency, µM (highest dose often 106 µM), inactives show at the highest dose fluorescence change, negative = quenching | TRb/SRC2 Texas Red total fluorescence interference; active = well fitted curve in either direction with a large enough effect; inconclusive = small, poorly fitted or top-dose-only effect; also: % is scaled to controls: 0 for no effect and ±100 for the full control effect
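Human TRβ ligand-binding domain (0.6 uM) and Texas Red SRC2 peptide (20 nM) in Tris buffer with 1 uM T3 and 5% DMSO were incubated with pinned compound for 5 hr at ambient temperature. Total fluorescence was computed as S + 2P (555/632 nm).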
* hit, by the source's call; i = inactive; ? = inconclusive; . = no result given; & = joins results of further samples; [ ] = dose if it differs, or a comment. Unless noted, calls follow the shape of the dose curve; as a rule, active = well fitted curve in the direction sought with a large enough effect; inconclusive = small, poorly fitted or top-dose-only effect, or another doubt; inactive = no such curve, though single readings can be large; an effect the other way counts as inactive or inconclusive. Potency is read from the fitted curve at half-maximal effect. Not all compounds are listed (hit frequency here may not be typical).

Second line of a record – SMN2 splice enh | TRb-SRC2 inh | RECQ1 inh | GoLoco inh red | ALDH1A1 block | LMNA splice mod | KDM4E inh | TR SRC2 fluor cs
CCOC(=O)c1cccc(NC(=O)CN(c2ccc(C)cc2)S(=O)(=O)c2c(C)noc2C)c1
  . | 14% | -4% | . | 7.9µM* | ? | 0% | 1%
COc1ccc(N2C(=O)CC(Sc3nnc(-c4ccccc4)o3)C2=O)cc1 (configuration not stated)
  -89%[inhibitor] | -1% | i | -15% | 1.8µM* | 2% | 1% | -4%
Cc1ccc(-c2nn(CCC(=O)O)cc2/C=C\C(=O)c2ccc(Br)cc2)cc1
  -39%[inhibitor] | -3% | 19% | 7% | ? | . | -3% | -1%
O=C(Nc1ccc2c(c1)OCCO2)N1CCN(c2ccc(F)cc2)CC1
  -50%[inhibitor] | 1% | i | 6% | 2% | -24% | 2% | -4%
COc1ccc(C2CC(C(F)(F)F)n3nc(C(=O)O)c(Cl)c3N2)cc1OC (configuration not stated)
  5% | -12% | -7% | 0% | 9% | -6% | 1% | 2%
COc1cc(C(=O)Nc2c(-c3ccccn3)c(=O)c3ccccc3n2C)cc(OC)c1OC
  4% | -8% | 7% | -26% | -10% | 6% | -3% | 2%
O=C(Nc1cccc(C(=O)O)c1)/C(=C\C=C\c1ccccc1)NC(=O)c1ccccc1
  1% | -9% | i | 4% | ? | 23%[46 µM] | 0% | 0%
CCOC(=O)c1cc2c(ccn2C)n1CC(=O)N(Cc1ccccc1)c1ccc(F)cc1
  10% | -8% | -12% | 4% | -12% | ? | ? | 0%
COCCn1c(SC)nnc1-c1c[nH]c2ccccc12
  -1% | -2% | -8% | 8% | -3% | -6% | -1% | -3%
CCCn1nnnc1SCC(=O)N1CCCC1
  17% | -3% | -14% | -6% | -8% | 2% | 5% | -1%
CCc1cccc(NC(=O)CN(C)S(=O)(=O)c2cccc3cccnc23)c1
  -21% | -2%&-4% | -6% | 2% | . | . | 8% | -1%&4%
CC(=O)OC(C(=O)NC1CCCCC1)c1ccc(C#N)cc1 (configuration not stated)
  -11% | 1% | -1% | 2% | 15% | ? | 2% | -4%
CC1=CC(C)(C)N(C(=O)CSc2ncn[nH]2)c2ccc(C)cc21
  -1% | -1% | -3% | -15% | 1% | ? | 10% | -1%
CNC(=S)N/N=C/c1c(C)nn(-c2ccccc2)c1Cl
  ? | -22% | -9% | 7% | ? | 10% | ? | 1%
CCOc1cc(NC(=O)c2ccccn2)c(OCC)cc1NC(=O)c1cccc(C)c1
  -2% | 2% | i | 3% | 2% | ? | 2% | 1%
Cc1ccccc1C1C(C#N)=C2N=C(N)c3ccccc3N2C2=C1C(=O)CCC2 (configuration not stated)
  . | -5% | -6% | -2% | . | . | -14% | 1%
S=c1[nH]nc(-c2ccc(Cl)cc2)n1CC1CCCO1 (configuration not stated)
  1% | 4% | -3% | -1% | -4% | -5% | -9% | -8%
CCOc1cc2[nH]c(=O)n(CCCC(=O)NCc3ccco3)c(=O)c2cc1OCC
  -4% | -7% | -2% | 4% | ? | 9% | ? | -2%
CC1(C)Cc2c(sc(NC(=O)c3ccccc3)c2C(=O)O)CO1
  ? | 2% | i | -12% | 22µM* | . | ? | 0%
Cc1ccc(S(=O)(=O)N2CCN=C2c2ccccc2)cc1C
  3% | 2% | 1% | 10% | -8% | -4% | 8% | -2%
Cn1c(=O)c2nc(-c3ccc(Cl)cc3Cl)oc2c2ccccc21
  18% | -3% | -1% | 10% | ? | -17% | ? | 4%
O=C(Cn1cnc([N+](=O)[O-])c1)NC1CCCC1
  11% | -3% | -5% | -1% | 1% | -4% | 7% | 4%
Cc1ccc(/C=C2\SC(=S)N(CCCC(=O)Nc3ccc(O)cc3)C2=O)cc1
  . | 1% | -1% | 2% | . | . | 4% | -8%
Cc1cccc(C(=O)NNC(=O)c2cccc([N+](=O)[O-])c2)c1
  -8% | 4% | i | 6% | 4% | . | -6% | -6%
CN(C)c1ccc(/C=N/NC(N)=S)cc1[N+](=O)[O-]
  27% | 9% | i | -1% | ? | . | 5% | -1%
CC(C)CNS(=O)(=O)c1ccc(NC(=O)Cn2nc(-c3ccc(F)cc3)ccc2=O)cc1
  3% | 8% | -11% | -1% | 5% | ? | 1% | -1%
NC(=O)CC(NC(=O)Cc1cccc2ccccc12)c1ccc(NCc2cc(F)ccc2F)c([N+](=O)[O-])c1 (configuration not stated)
  . | -3% | 26% | 5% | . | . | -15% | -1%
CCN1CCN(c2nc3c(C)cccn3c(=O)c2/C=C(\C#N)S(=O)(=O)c2ccccc2)CC1
  -10% | -4% | -6% | 9% | 22µM* | 9% | -11% | 0%
c1ccc2[nH]c(CSc3nnc(-c4ccncc4)o3)nc2c1
  -17% | -12% | i | 7% | -15% | 7% | ? | -2%
O=C(O)c1cccc(NC(=O)C23CC4CC(C2)CC(n2cnc(Cl)n2)(C4)C3)c1
  4% | 3% | -4% | 4% | 4% | -3% | 11% | 1%

Another view of part of the listing above:
Structure: CN(C)c1ccc(/C=N/NC(N)=S)cc1[N+](=O)[O-]
  SMN2 splice enh: 27%
  TRb-SRC2 inh: 9%
  RECQ1 inh: i
  GoLoco inh red: -1%
  ALDH1A1 block: ?
  LMNA splice mod: .
  KDM4E inh: 5%
  TR SRC2 fluor cs: -1%

Structure: CC(C)CNS(=O)(=O)c1ccc(NC(=O)Cn2nc(-c3ccc(F)cc3)ccc2=O)cc1
  SMN2 splice enh: 3%
  TRb-SRC2 inh: 8%
  RECQ1 inh: -11%
  GoLoco inh red: -1%
  ALDH1A1 block: 5%
  LMNA splice mod: ?
  KDM4E inh: 1%
  TR SRC2 fluor cs: -1%

Next entries follow.
Second line of a record – SMN2 splice enh | TRb-SRC2 inh | RECQ1 inh | GoLoco inh red | ALDH1A1 block | LMNA splice mod | KDM4E inh | TR SRC2 fluor cs
COc1ccc(NC(=O)C(c2ccccc2)N(C)C(=O)c2cnccn2)cc1 (configuration not stated)
  10% | -16% | -17% | 9% | -6% | 5% | 14% | 2%
Cc1cc(C)nc(/N=C(\N)Nc2ccc([N+](=O)[O-])cc2)n1
  -10%[1.84 µM] | -1% | -3% | -2% | -1% | -14% | 10% | 1%
C=CCOC(=O)C1=C[C@H](c2coc3ccccc3c2=O)[C@@H](CCCO)[C@H](OCC)O1
  . | 1% | i | 5% | 0% | . | 1% | 0%
COC(=O)C1=C(C)N(c2ccc(C)cc2)/C(=C/c2cccs2)C1=O
  -30% | -3% | 0% | 12% | 5% | 7% | 2% | -3%
N#Cc1cnn2c(C(F)(F)F)c3c(nc12)CCCC3
  . | 6% | 15% | 10% | 6% | 15%[46 µM] | -8% | -1%
N=c1n(CCN2CCCC2)c2ccccc2n1CC(O)c1ccco1 (configuration not stated)
  . | 3% | i | -6% | 8% | -8% | 7% | 1%
COc1ccc(-n2c(C)cc(C(=O)CN3C(=O)C(=O)N(Cc4ccccc4)C3=O)c2C)cc1
  . | 6% | -25% | 20% | ? | ? | -5% | 7%
COc1ccccc1NS(=O)(=O)c1cccc(C(=O)N/N=C2\CC(=O)CC(C)(C)C2)c1
  -10% | -19% | -10% | 9% | -3% | -8% | ? | ?
O=C(Cc1c(F)cccc1Cl)Nc1ccccc1N1CCCCC1
  -8% | -9% | -3% | -4% | 1% | . | -6% | 0%
CCn1c(=O)c(C(=O)Nc2ccccc2S(N)(=O)=O)c(O)c2ccccc21
  16% | 3% | 16% | -3% | 0% | -20% | ? | -2%
Cc1nnc(SCc2nnc(-c3ccc(Cl)cc3)o2)n1-c1ccccc1
  -24% | -11% | i | 27% | -15% | -4% | -7% | 5%
OC1CCN(c2c3c(nc4cc(-c5ccc(Cl)cc5)nn24)CCC3)CC1
  -12% | -14% | 1% | 12% | -1% | -5% | -141% | -3%
CC(C)[C@@H](N)C(=O)N/N=C/c1ccc2ncccc2c1
  . | -2% | 0% | 0% | . | . | -4% | -1%
O=C(/C=C/c1cccc(Br)c1)NCC1CCCCC1
  -11% | 5% | -4% | -1% | 11µM* | -10% | -5% | -6%
C=CCN(c1cccc(C(F)(F)F)c1)S(=O)(=O)c1cccc(C(=O)OCC(=O)NC)c1
  . | -2% | -4% | . | 13% | 6% | 6% | 2%

The list continues.
| structure | SMN2 splice enh | TRb-SRC2 inh | RECQ1 inh | GoLoco inh red | ALDH1A1 block | LMNA splice mod | KDM4E inh | TR SRC2 fluor cs |
| --- | --- | --- | --- | --- | --- | --- | --- | --- |
| CC(=O)[C@@H]1[C@@H]2C(=O)N(c3ccccc3F)C(=O)[C@@H]2[C@H]2c3ccccc3C=NN12 | . | 0% | -10% | 6% | . | . | -17% | -3% |
| COc1ccc(CC(=O)N2N=C(C)CC2(O)c2cccnc2)cc1 (configuration not stated) | 19% | 7% | 1% | 3% | -9% | ? | ? | 0% |
| COC(=O)[C@H](COC(C)(C)C)NC(=O)O[C@@H]1C(=O)c2ccc(OC)cc2O[C@H]1c1ccc2c(c1)OCO2 | -5% | 1% | -2% | -2% | -4% | . | -15% | -2% |
| Cc1nonc1OCCn1nnnc1N | 9% | -2% | -17% | -9% | 13% | 7% | 1% | 1% |
| O=C(COc1ccccc1)Nc1cc(C(F)(F)F)ccc1N1CCCC1 | -50%[inhibitor] | -5% | -6% | -6% | 10% | 13% | -7% | 0% |
| CCSc1nc2c(c(=O)n1-c1ccc(F)cc1)SCC2 | -10% | -3% | 6% | 17% | -1% | -8% | -1% | -3% |
| CCNc1ncnc2c1cnn2C | -4% | 3% | 0% | -2% | 4% | . | ? | -1% |
